PTAP-TSG101 blk – blocks PTAP binding to human TSG101, validation. 44,000 tested, under 10 active. Potency, µM (top dose mostly 115 µM), for the others: at the highest dose activity change, negative = inhibition, actives largely listed as inhibitors. Q99816. Fluorescence polarization, FITC-PTAP peptide/Tsg101, 20 min. AID 1347069; also: potency is read from the fitted curve at half-maximal effect; 0% is about no effect
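Fluorescence polarization binding of Tsg101 binding domain (10 uM final) to FITC-labeled PTAP-motif peptide (50 nM final) in HEPES pH 7.5/NaCl/Tween 20/EDTA/TCEP buffer; 20 min at r.t. Actives by curve class, <25 µM, efficacy <60% inhibition.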
p53null 32C tox – selectivity test: cytotoxicity in p53 null cells, permissive temperature | H1299-neo p53 null cells, ATP luminescence, 24 h, 32C | Potency, µM (series often up to 46.1 µM), for the others: top-dose activity change, negative = cytotoxicity, most hits filed as cytotoxic | actives 0.62% (n = 55,000);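 also: potency is read from the fitted curve at half-maximal effect; 0% = DMSO only and -100% = full killing by 100 µM tamoxifen; nearly all actives have a fitted effect of over 55% in size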
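Luminescent ATP readout gave cell viability of p53-null H1299-neo cells after a 24 h compound exposure at the permissive 32C. Titrations ran up to 46 uM, and AC50s were fitted with the standard Hill equation.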
B2AR arrestin ag – agonists recruiting beta-arrestin to human beta2-adrenergic receptor. 44,000 tested, under 10 active. Potency, µM (titrated, usually from 46.1 µM), for inactives: top-dose activation, actives largely listed as activators. P07550. HTLA Tango cells, beta-arrestin recruitment, luciferase luminescence, 18 h. AID 1347077;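 also: potency is read from the fitted curve at half-maximal effect; 0% = DMSO and full agonism = EC100 isoproterenol or metaproterenol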
Target sequence (P07550 whole entry, looked up): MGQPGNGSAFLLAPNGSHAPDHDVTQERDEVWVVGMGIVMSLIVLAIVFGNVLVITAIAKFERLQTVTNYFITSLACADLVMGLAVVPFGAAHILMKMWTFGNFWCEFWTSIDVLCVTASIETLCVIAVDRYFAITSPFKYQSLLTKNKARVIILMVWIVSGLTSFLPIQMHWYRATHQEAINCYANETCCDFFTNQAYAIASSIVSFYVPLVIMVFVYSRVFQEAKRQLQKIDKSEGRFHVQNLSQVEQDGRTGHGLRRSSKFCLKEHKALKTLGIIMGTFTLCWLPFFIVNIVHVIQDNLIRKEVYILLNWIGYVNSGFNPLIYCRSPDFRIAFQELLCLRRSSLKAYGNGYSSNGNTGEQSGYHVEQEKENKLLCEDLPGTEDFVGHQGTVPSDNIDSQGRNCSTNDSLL
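Tango cells (recombinant beta2-AR, beta-arrestin, tTA-driven luciferase), 1500/well in DMEM 1% FBS, treated 18 h at 37 °C with compounds up to 46 µM; luciferin mix added, luminescence read after 15 min; %activity curves fitted and curve-classed.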
p53null 39C kill – p53 null cell cytotoxicity, nonpermissive temperature. actives 0.97% (n = 55,000). H1299 p53-null (neo) cells, 39C, ATPlite viability, 24 h. Potency, µM (highest dose often 46.1 µM), without a hit: top-dose activity, negative = cell killing, actives largely listed as cytotoxic;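 also: potency is read from the fitted curve at half-maximal effect; 0% = DMSO only and -100% = full killing by 100 µM tamoxifen; nearly all actives have a fitted effect of over 50% in size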
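Luminescent ATP signal reported cell survival after H1299 lines (neo, p53 null; or p53 A138V) received up to 46 uM compound and 24 hr incubation at 39C.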
FH mod – Identification of activators of human fumarate hydratase by quantitative high-throughput screening. Fumarate hydratase, mitochondrial (Homo sapiens), P07954. FH coupled MDH/diaphorase resazurin fluorescence, 15 min. Potency, µM (highest dose often 79.9 µM), for inactives: at the top dose activity change, negative = inhibition, most hits filed as inhibitors. actives 0.22% (n = 54,000). AID 1347055, 2019; also: potency is read from the fitted curve at half-maximal effect; % is scaled to controls: 0 for no effect and ±100 for the full control effect; the screen sought activators but most active calls are inhibition curves; nearly all actives have a fitted effect of over 45% in size
NTMT1 inhibitor – inhibitors of human N-terminal methyltransferase NTMT1 | Q9BV86 | NTMT1 MTase-Glo SAH luminescence, purified enzyme | Potency, µM (highest dose often 114 µM), for the others: top-dose activity change, negative = inhibition, hits mostly inhibitors | actives 2.5% (n = 59,000) | AID 1645870;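 also: potency is read from the fitted curve at half-maximal effect; plate controls were DMSO vehicle for no effect and no enzyme for full effect; nearly all actives have a fitted effect of over 65% in size; many of its hits are not listed in these tables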
Target sequence (Q9BV86 whole entry, looked up): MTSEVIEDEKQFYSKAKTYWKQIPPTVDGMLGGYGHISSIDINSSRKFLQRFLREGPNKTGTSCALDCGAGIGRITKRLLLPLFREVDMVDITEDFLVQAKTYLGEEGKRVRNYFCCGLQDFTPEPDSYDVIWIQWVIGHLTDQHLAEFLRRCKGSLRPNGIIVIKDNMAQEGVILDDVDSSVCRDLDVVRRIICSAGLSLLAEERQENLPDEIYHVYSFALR
GALK inhibitor – inhibits human galactokinase; Potency, µM (top dose mostly 57.5 µM), for inactives: at the top dose activity, negative = inhibition, hits mostly inhibitors; P51570; recombinant GALK, Kinase-Glo ATP luminescence, 1 h; 44,000 tested, under 10 active;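 also: plate controls were full GALK reaction for no effect and reaction lacking GALK for full effect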
Target sequence (P51570 whole entry, looked up): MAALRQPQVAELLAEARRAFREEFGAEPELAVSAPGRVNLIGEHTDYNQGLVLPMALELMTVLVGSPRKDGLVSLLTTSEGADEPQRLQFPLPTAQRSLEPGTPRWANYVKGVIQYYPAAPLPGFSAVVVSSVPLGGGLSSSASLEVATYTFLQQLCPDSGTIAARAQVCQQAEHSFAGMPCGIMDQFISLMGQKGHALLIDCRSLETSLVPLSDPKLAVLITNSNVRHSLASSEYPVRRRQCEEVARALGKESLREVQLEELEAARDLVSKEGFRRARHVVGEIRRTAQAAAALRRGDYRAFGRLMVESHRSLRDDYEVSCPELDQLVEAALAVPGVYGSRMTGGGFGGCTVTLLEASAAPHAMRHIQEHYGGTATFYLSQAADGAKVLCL
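5 nM GALK with 35 µM ATP and 100 µM galactose in HEPES pH 8.0, MgCl2, NaCl, DTT, BSA; 1 h RT reaction, remaining ATP detected by Kinase-Glo Plus luminescence after 10 min; qHTS concentration series.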
* = called active by the depositor; ? = inconclusive; / = not tested or not shown; [ ] = remark or other dose. Calls follow the shape of the dose curve; as a rule, active = well fitted curve in the direction sought with a large enough effect; inconclusive = small, poorly fitted or top-dose-only effect, or another doubt; inactive = no such curve, though single readings can be large; an effect the other way counts as inactive or inconclusive. An excerpt. The share of hits here may be higher or lower than overall.

Values in the order – PTAP-TSG101 blk | p53null 32C tox | B2AR arrestin ag | p53null 39C kill | FH mod | NTMT1 inhibitor | GALK inhibitor
- CCCOc1ccc(CNC(=O)c2ccc3c(c2)N(Cc2ccccc2)CCS3)cc1
 : -1% | 14% | -2% | 9% | -7% | 8% | 0%
- COc1cccc(-n2cc(C(=O)Oc3ccc(F)cc3)c3ccccc3c2=O)c1
 : 1% | -2% | 0% | 33%[activator] | -10% | -2% | 0%
- O=c1nc2sc3ccccc3n2c(=O)n1-c1ccc(Cl)c(Cl)c1
 : -2% | -6% | -2% | 6% | 5% | 5% | 0%
- CCc1ccccc1N(C)C(=O)Cc1c(C(=O)O)c(C)cn1C
 : 0% | -6% | -2% | -15% | 6% | 11% | -1%
- COc1ccc(CNC(=O)c2ccc3nc(CCc4ccccc4)oc3c2)c(OC)c1
 : 4% | 13% | 1% | 47%[activator] | -20% | -1% | 1%
- COc1ccc(NC(=O)c2sc3nc4c(cc3c2N)CCCCCC4)cc1Cl
 : -2% | -14% | 1% | ? | 10% | -12% | 0%
- Cc1ccc(C(=O)N2CCC(N3CCN(Cc4ccc(F)cc4)C(=O)C3=O)CC2)cc1
 : -6% | 5% | 0% | 12% | / | / | -2%
- Cc1oc2ccc(O)c(CN3CCOCC3)c2c1C(=O)Nc1cccc(Cl)c1C
 : 4% | 5% | 1% | -1% | / | / | 0%
- CCOC(=O)N1CCC2(CC1)OC(=O)C(C)=C2C(=O)NCc1ccccc1OC
 : -1% | -5% | 1% | -4% | 5% | -4% | -3%
- COc1cccc(-n2c(=O)c3sc4ccccc4c3n(Cc3c(F)cccc3Cl)c2=O)c1
 : 0% | -8% | 1% | -15% | 17% | 18% | 7%
- Cc1[nH]n(-c2ccccc2)c(=O)c1C(c1cc(Cl)ccc1O)c1c(C)[nH]n(-c2ccccc2)c1=O
 : 1% | 4% | 0% | 7% | ? | 3% | -4%
- Cc1ccc(C)c(NC(=O)C(C)n2c(=O)cc(C(F)(F)F)c3c(C)nn(C)c32)c1 (stereo unspecified)
 : 1% | 4% | 2% | 3% | -6% | ? | 1%
- O=C(CCn1c(=O)c2sccc2n(Cc2ccccc2F)c1=O)NCc1ccc2c(c1)OCO2
 : -1% | 2% | 1% | 17% | 8% | 6% | 0%
- CCOC(=O)c1c(-c2ccccc2)oc2ccc(NS(=O)(=O)c3cc(C)c(C)cc3C)cc12
 : -5% | 14% | 1% | 32%[activator] | ? | 14% | 1%
- Cc1ccc(-n2nc(C(=O)NCc3ccc(F)cc3Cl)c3c4ccccc4n(C)c3c2=O)cc1
 : 2% | -4% | 4% | -11% | -11% | 5% | 0%

Individual results from the results shown.
B2AR arrestin ag with CCOC(=O)N1CCC2(CC1)OC(=O)C(C)=C2C(=O)NCc1ccccc1OC : 1%
PTAP-TSG101 blk with O=C(CCn1c(=O)c2sccc2n(Cc2ccccc2F)c1=O)NCc1ccc2c(c1)OCO2 : -1%

More compounds follow:
Values in the order – PTAP-TSG101 blk | p53null 32C tox | B2AR arrestin ag | p53null 39C kill | FH mod | NTMT1 inhibitor | GALK inhibitor
- CCOc1ccc(Nc2nn(-c3ccc(OC(F)(F)F)cc3)nc2C(C)=O)cc1
 : -2% | 3% | -2% | -27% | -14% | 5% | 3%
- CCC(Oc1ccccc1)C(=O)Nc1ccc(O)c(-c2nc3cc(C)ccc3o2)c1 (stereo unspecified)
 : -5% | -12% | -4% | -7% | -2% | 10% | 6%
- Cc1cccc(NC(=O)C(NS(=O)(=O)c2ccc3c(c2)oc(=O)n3C)C(C)C)c1 (stereo unspecified)
 : -1% | 4% | 1% | -12% | 6% | 6% | 1%
- O=C(CCSCc1cccc(Cl)c1)NCc1ccc(F)cc1Cl
 : -1% | 7% | 0% | 0% | -14% | 1% | 1%
- Cc1ccc(OCCCCn2nnc3sc4c(c3c2=O)CCCC4)cc1
 : 1% | -9% | -1% | -12% | -6% | 20% | -4%
- CCc1ccc(-c2nc3cc(NC(=O)c4ccc(F)cc4)ccc3o2)cc1
 : 0% | -6% | 0% | -13% | -4% | -5% | 2%
- O=C(NCc1cccnc1)C1CCN(Cc2cc3ccccc3n2Cc2cccc(Cl)c2)CC1
 : -17% | 38%[activator] | -4% | 11% | ? | 17% | -3%
- Cc1ccc(NC(=O)C(Cc2ccccc2)n2cccc2)cc1 (stereo unspecified)
 : -7% | 5% | -2% | -9% | -11% | 9% | 6%
- Cc1ccc(-n2ncc(C(=O)N3CCN(Cc4ccccc4)CC3)c2C2CCN(C(=O)OC(C)(C)C)CC2)cc1
 : -10% | 14% | 0% | 48%[activator] | -2% | -1% | 1%
- COCCCNC(=O)c1nn(-c2ccc(C)cc2)c(=O)n(C)c1=O
 : -5% | -1% | 0% | -3% | -2% | 7% | 0%
- COc1ccc(-n2nnc(-c3nsc(NC(=O)c4ccc(C)c(C)c4)n3)c2C)cc1Cl
 : 3% | -5% | 0% | -11% | 4% | -7% | -1%
- Cc1cc2c(cc1S(=O)(=O)NCc1ccccc1)OCC(=O)N2
 : -2% | -5% | -1% | 4% | -15% | 0% | 3%
- CCOc1ccc(CCNCc2c(C(=O)O)n(Cc3ccc(C)cc3)c3cc(OC)ccc23)cc1
 : -9% | 46%[activator] | 1% | 47%[activator] | ? | 1% | 1%
- CCCCNc1sc(S(=O)(=O)CC)nc1S(=O)(=O)c1ccc(C)cc1
 : 2% | 6% | -3% | -15% | -8% | 9% | 1%
- COc1ccc(-c2nc(CCNC(=O)Cc3ccc(F)cc3)cs2)cc1
 : -1% | -14% | -1% | 16% | -4% | ? | -1%
- COc1ccc(CNC(=O)Cn2ccc3cc(S(=O)(=O)N4CCCCC4)ccc32)cc1OC
 : 2% | -12% | 0% | -14% | -30% | -2% | 4%
- CN(C(=O)Cn1c(=O)n(Cc2ccc(C(=O)NCc3ccc4c(c3)OCO4)cc2)c(=O)c2ccccc21)c1ccccc1
 : -7% | 15% | -2% | 27% | -21% | -1% | 6%
- COc1ccc(CC(=O)NCCc2csc(-c3ccc(Cl)cc3)n2)cc1
 : 0% | -1% | -2% | 26% | -17% | -9% | 4%
- O=C(CSc1nc2c([nH]c3ccccc32)c(=O)n1-c1ccc(Cl)cc1)N1CCCCCC1
 : -5% | -3% | 0% | 7% | -2% | ? | -6%
- Cc1nc2sc(C(=O)N(C)Cc3ccccc3)c(NC(=O)c3ccccc3)c2c(C)c1Cl
 : -5% | -3% | -1% | -11% | -11% | 0% | -3%
- CCC1CCCCN1C(=O)CSc1n[nH]c(-c2ccccc2Cl)n1 (stereo unspecified)
 : 0% | -12% | 0% | -20% | -1% | 1% | -2%
- CC(=O)c1cccc(-n2c(=O)c3c4c(sc3n(CC(=O)Nc3ccccc3F)c2=O)CN(C(C)=O)CC4)c1
 : -2% | 7% | 0% | -12% | -18% | -3% | 5%
- CCOC(=O)COc1ccc([N+](=O)[O-])cc1-c1ccnc2cc(-c3ccc(Cl)cc3)nn12
 : 0% | / | 0% | / | 1% | ? | 2%
- CCC1CN(C(=O)C2CCN(S(=O)(=O)c3c(C)noc3/C=C/c3ccccc3F)CC2)c2cc(Cl)ccc2O1 (stereo unspecified)
 : 0% | -2% | -1% | 2% | -11% | 0% | -4%
- c1coc(-c2nc3n(n2)C2(CCCCC2)[C@@H]2CCCC[C@@H]2N3)c1
 : 1% | -6% | -3% | 0% | -2% | -8% | -6%
- CCOc1ccc(CCNC(=O)c2c(C)oc3ncn(C)c(=O)c23)cc1
 : -8% | 4% | 1% | -27% | -1% | 6% | 0%
- CCC1=Nc2cc(C(=O)NCCc3ccccc3)ccc2Sc2ccc(Cl)cc21
 : 3% | 27% | -1% | 3% | -20% | 13% | 4%
- COc1ccc(OC)c(-c2nnc3n(Cc4ccc(C)cc4)c(=O)c4ccccc4n23)c1
 : -2% | -8% | -2% | 24% | -4% | ? | 0%
- Cc1cc(F)ccc1S(=O)(=O)Nc1ccc2oc3c(c2c1)CC(C)CC3 (stereo unspecified)
 : 0% | ? | -1% | ? | ? | -1% | 1%
- COc1ccc(OC)c(NC(=O)[C@H](CSCc2ccccc2)N2Cc3ccccc3C2=O)c1
 : -3% | -8% | 2% | -8% | -28% | -4% | 9%
- COc1cccc(CCNC(=O)Cn2c(-c3cccs3)cc3ccccc32)c1
 : -3% | -12% | -1% | -5% | -8% | -20% | -2%
- CCNC(=O)CC1C(=O)N(c2ccccc2)C(=O)N1Cc1ccc(F)cc1 (stereo unspecified)
 : -2% | 8% | 1% | 4% | 6% | -14% | -2%
- Cc1ccc(C)c(NC(=O)CSc2ncc3c(n2)-c2ccc(Cl)cc2N(C)S3(=O)=O)c1
 : -2% | 1% | 0% | 9% | -41% | 1% | -3%
- Cc1ccc(S(=O)(=O)n2nc(C)c(S(=O)(=O)N3CCCCCC3)c2C)cc1C
 : -1% | 3% | 0% | -4% | 3% | 3% | 2%
- COc1cc2nc(SCc3ccc(C)cc3)n3nc(CCn4nc(C)cc4C)nc3c2cc1OC
 : -2% | 0% | 1% | -2% | -8% | -9% | 9%
- CNS(=O)(=O)c1cn(CC(=O)Nc2ccc(OC)c(Cl)c2)cc1S(=O)(=O)NC
 : -1% | 6% | 0% | 16% | -1% | 12% | 0%
- O=C(NCc1cccc(F)c1)c1ccc2nc(CCc3ccccc3)oc2c1
 : -3% | -5% | -1% | ? | -28% | 0% | -1%
- COc1ccc(Cl)cc1NC(=O)CCc1c(C)nc2c(c1C)c(=O)n(C)c(=O)n2C
 : -1% | 0% | 1% | -4% | 0% | -14% | -1%
- COc1ccc(C(=O)NCC(c2cccnc2)N2CCc3ccccc32)cc1OC (stereo unspecified)
 : -2% | -1% | 0% | ? | -13% | -19% | 1%
- CNS(=O)(=O)c1ccc(NC(=O)c2cnn3c(C(F)F)cc(-c4ccccc4)nc23)cc1
 : 0% | 2% | 1% | ? | -16% | -20% | 0%
- O=C(NCCc1ccccc1)c1ccc2c(c1)N(Cc1ccccc1)C(=O)c1ccccc1S2(=O)=O
 : -2% | -3% | -2% | 10% | -13% | 7% | -15%
- Cc1ccc(NC(=O)Cn2cc3c(n2)CCCC3)c(Cl)c1
 : 0% | -14% | -2% | -18% | -4% | -4% | 8%
- O=C(c1cc(-c2ccc(Br)cc2)n[nH]1)N1CCN(S(=O)(=O)c2ccc(Br)s2)CC1
 : 1% | -11% | 0% | -15% | 4% | 10% | 0%
- COc1ccccc1N1CCN(c2ncccc2-c2nc(-c3ccc(Cl)cc3)no2)CC1
 : 5% | -7% | -1% | 15% | -4% | 5% | ?

Assay outcomes as filed in PubChem BioAssay.
